Source: PubChem BioAssay
E-selectin induc: E-selectin induction in HUVECs, primary screen, imaging, HUVEC, immunofluorescence imaging, single point. normalized: neutral wells 0, TNF-alpha wells 100. activation, % at 7.58 µM. actives 0.37% (n = 260,000). AID 686992, 2013;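 active = mean E-selectin-positive cell signal at least 10% of the positive control, reached in at least 60% of replicates, without over 20% cell loss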;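 also: in these data hits start at about 27%; measured in HUVEC primary endothelial cells; signal is the percent of cells scored E-selectin positive by PE staining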
Target sequence (P16581 whole entry, looked up): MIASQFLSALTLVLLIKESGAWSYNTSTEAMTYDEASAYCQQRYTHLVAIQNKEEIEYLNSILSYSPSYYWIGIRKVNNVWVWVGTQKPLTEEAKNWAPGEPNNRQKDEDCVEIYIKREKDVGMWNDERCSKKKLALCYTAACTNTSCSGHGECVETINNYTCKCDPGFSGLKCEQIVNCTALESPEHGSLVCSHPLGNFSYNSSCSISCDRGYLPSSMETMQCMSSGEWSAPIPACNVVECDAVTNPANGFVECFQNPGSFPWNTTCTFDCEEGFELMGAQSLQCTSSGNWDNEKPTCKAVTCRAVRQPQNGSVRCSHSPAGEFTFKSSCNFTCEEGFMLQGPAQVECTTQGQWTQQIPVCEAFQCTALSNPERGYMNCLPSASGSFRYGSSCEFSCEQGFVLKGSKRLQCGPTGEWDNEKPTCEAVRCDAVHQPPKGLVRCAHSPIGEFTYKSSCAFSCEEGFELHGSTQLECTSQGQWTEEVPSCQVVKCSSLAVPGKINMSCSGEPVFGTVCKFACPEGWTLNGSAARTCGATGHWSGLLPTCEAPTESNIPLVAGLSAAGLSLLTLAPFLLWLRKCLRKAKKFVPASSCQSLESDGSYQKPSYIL
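Test system: HUVEC | Signal: Immunofluorescence imaging | Read-out: Percent E-selectin-positive cells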
XiGFP reactiv: activators of inactive X chromosome reactivation, primary screen, imaging, XiGFP fibroblasts, GFP high-content imaging, set 2; XiGFP mouse fibroblasts, % GFP-positive cells imaging, 3 d; cells co-treated with 5-aza-dC sensitizer; scaled so ellipticine positive control = 100%; actives 0.055% (n = 360,000); activation, % at 7.58 µM; AID 743238, 2013;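 active = mean normalized replicate activation at least 10% and every replicate at or above 10%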;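 also: 0% = median of on-plate neutral control wells and 100% = ellipticine 6 µM median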
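Schedule: 3 d treatment, 15 min room-temperature fixation; system: 68-5-11 XiGFP fibroblast line; buffer or medium: DMEM plus 5-aza-dC sensitizer; control set: ellipticine 6 µM positive control; compound: one concentration, pinned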
S100A4 MyoIIA: inhibitors of S100A4-myosin IIA peptide binding, primary screen, biochemical, fluorescence polarization, TAMRA-MyoIIA peptide; Protein S100-A4 (Homo sapiens), P26447; inhibition, % at 10.7 µM; actives 0.14% (n = 360,000);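 active = mean inhibition of at least 70% across replicates, with every replicate also reaching that level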
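Assay system: human S100A4 monomer with TAMRA-labelled myosin IIA peptide / Buffer or medium: Calcium-containing HEPES buffer, pH 7.2 / Reagent: TAMRA-labelled myosin IIA heavy-chain peptide probe, 5 nM / Compound: one dose per compound / Timing: polarization read 5 min after assay mix addition, stable 5–60 min / Benchmarks: neutral control DMSO, positive control TFP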
FN deposition inh: inhibitors of fibronectin matrix deposition, primary screen, AH1F cells, Alexa488-fibronectin fluorescence, plate reader. AH1F fibroblasts, overnight. inhibition, % at 12.6 µM. actives 0.086% (n = 350,000). AID 743247, 2014;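 active = mean inhibition across replicates of 30% or more, regardless of how many single replicates reach that level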;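 also: positive control wells lacked labelled fibronectin entirely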
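Schedule: 1 h cell adhesion before compound, then overnight fibronectin incubation; test system: AH1F fibroblast monolayer depositing Alexa488-labelled fibronectin into matrix; quantity: 10000 AH1F cells per well; probe or stimulus: fluorescent fibronectin at 24 nM final; signal: fluorescence, ex 485 nm, em 525 nm; evaluation: percent inhibition as loss of matrix-bound fibronectin fluorescence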
esBAF inh: Bmi1 luciferase reporter increase in mESCs, primary screen, esBAF inhibitor project, mouse ES cells, Bmi1 luciferase knock-in, single point. 24 h; 100% = twice the neutral-well signal. reporter increase, % at 12.5 µM. actives 2% (n = 350,000). AID 602393, 2012; in the data active = activation above about 40%;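 also: 0% = median of the plate's neutral control wells and 100% = double that signal; a rise in the Bmi1 reporter signal indicates esBAF inhibition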
RAD54 inh: inhibitors of human RAD54 branch migration, primary screen, biochemical, fluorescence, single point | RAD54 Holliday junction branch migration, FAM/BHQ fluorescence | AID 602329, 2012 | actives 0.14% (n = 360,000) | inhibition, % at 10.4 µM;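 active = mean normalized replicate activity at least 40 and at least half of replicates scoring 40 or more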;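 also: 0% = median of neutral control wells and 100% = median of positive control wells; inhibitors cause a drop in the FAM fluorescence signal; in these data hits start at about 50%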
RAD52 inh: RAD52 DNA annealing inhibitors, primary screen, biochemical, FRET, single point, set 2 | actives 0.46% (n = 360,000) | DNA repair protein RAD52 homolog (Homo sapiens), P43351 | inhibition, % at 18.7 µM | recombinant RAD52 DNA annealing, FRET fluorescence;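 active = every replicate showing at least 50% inhibition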
Target sequence (P43351 whole entry, looked up): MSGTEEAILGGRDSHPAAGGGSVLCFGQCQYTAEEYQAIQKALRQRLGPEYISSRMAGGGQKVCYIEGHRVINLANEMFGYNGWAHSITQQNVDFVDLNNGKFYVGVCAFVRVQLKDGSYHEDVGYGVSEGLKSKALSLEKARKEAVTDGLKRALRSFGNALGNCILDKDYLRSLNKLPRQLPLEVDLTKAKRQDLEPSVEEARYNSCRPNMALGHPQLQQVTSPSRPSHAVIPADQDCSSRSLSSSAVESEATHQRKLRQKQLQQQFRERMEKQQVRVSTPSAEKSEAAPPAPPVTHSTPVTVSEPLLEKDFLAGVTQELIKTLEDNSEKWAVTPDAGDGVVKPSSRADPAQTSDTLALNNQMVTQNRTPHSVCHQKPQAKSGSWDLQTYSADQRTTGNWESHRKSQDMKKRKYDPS
EWS-Fli block: EWS/Fli-driven NR0B1 reporter inhibitors, primary screen, A673 cells, NR0B1 luciferase, luminescence, MLPCN library | actives 0.67% (n = 350,000) | viability-normalised | inhibition, % at 12.6 µM;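 active = mean inhibition of at least 50% after viability correction, with every replicate also passing that limit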;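 also: firefly luciferase signal divided by Alamar Blue viability fluorescence both relative to DMSO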
Numbers without * were called inactive; · = no result given.

1	Cn1c(SCC(=O)Nc2ccccc2Br)nnc1-c1cnccn1
2	COCC#Cc1cnc2c(c1)C(=O)N([C@@H](C)CO)C[C@H](C)[C@@H](CN(C)Cc1ccc(-c3ccccc3)cc1)O2
3	COc1ccc(OC)c(C2C(C(=O)c3ccccc3)=C(C)Nc3nc4ccccc4n32)c1 (stereo not given)
4	O=C(Nc1ccc2nccnc2c1)Nc1ccccc1Cl
5	COc1ccc(Cl)c(OC)c1C(=O)NC(=O)Nc1c(F)cc(F)cc1F
6	CCC(=O)N1CCCCN2[C@H](C1)[C@H](c1ccc(C#Cc3ccccc3F)cc1)[C@@H]2CO
7	CCOC(=O)C1CCCN(C(=O)COC(=O)c2ccc(C#N)cc2)C1 (stereo not given)
8	C[C@H](CO)N1C[C@H](C)[C@H](CN(C)Cc2ccc3c(c2)OCO3)Oc2ccc(NC(=O)Nc3ccc(C(F)(F)F)cc3)cc2C1=O
assay / compound,1,2,3,4,5,6,7,8
FN deposition inh,6,·,-5,2,-5,·,·,·
EWS-Fli block,-1,2,13,-118,-10,22,15,2
RAD52 inh,-3,-2,3,-10,-16,0,-3,-13
E-selectin induc,·,0.0,-0.3,0.1,0.5,-0.7,·,0.1
XiGFP reactiv,0.1,-0.9,0.0,0.1,0.0,0.0,0.1,-0.1
S100A4 MyoIIA,1,·,0,5,1,-3,-1,-3
RAD54 inh,-3,·,-11,-8,-4,6,·,2
esBAF inh,-5,·,-6,20,·,-1,·,-3

4 entries from above, ordered by the value under S100A4 MyoIIA, high to low:
item	Molecule	RAD52 inh	S100A4 MyoIIA	esBAF inh
4	O=C(Nc1ccc2nccnc2c1)Nc1ccccc1Cl	-10	5	20
1	Cn1c(SCC(=O)Nc2ccccc2Br)nnc1-c1cnccn1	-3	1	-5
7	CCOC(=O)C1CCCN(C(=O)COC(=O)c2ccc(C#N)cc2)C1 (stereo not given)	-3	-1	·
8	C[C@H](CO)N1C[C@H](C)[C@H](CN(C)Cc2ccc3c(c2)OCO3)Oc2ccc(NC(=O)Nc3ccc(C(F)(F)F)cc3)cc2C1=O	-13	-3	-3

The results go on:
9	CCOC(=O)C(C)Oc1ccc(OCc2ccccc2)cc1 (stereo not given)
10	O=C([C@@H]1[C@@H](CO)[C@@H]2Cn3c(ccc(C4=CCCC4)c3=O)[C@H]1N2C(=O)c1ccccc1)N1CCOCC1
11	Clc1ccc(-c2cnnc(-c3ccccn3)n2)cc1
12	CC(C)(C)c1ccc(COC(=O)Nc2ccc(F)cc2)cc1
13	CC(=O)Nc1cccc(/C(C)=N/NC(=O)c2ccc(Cl)cc2Cl)c1
14	CCC(CC)c1nnc(NC(=O)C2CC(=O)N(c3ccc4c(c3)OCCO4)C2)s1 (stereo not given)
15	CCOC(=O)CNC(=O)N1CCCC(C(=O)c2ccccc2SC)C1 (stereo not given)
16	CCn1c(C(O)c2cc(OC)c(OC)c(OC)c2)nc2ccccc21 (stereo not given)
assay / compound,9,10,11,12,13,14,15,16
FN deposition inh,·,·,-9,-4,1,-3,-11,2
EWS-Fli block,8,3,-97,-42,-11,6,0,3
RAD52 inh,-9,-12,7,-10,-15,1,-5,-17
E-selectin induc,·,1.8,-0.1,4.1,·,0.1,-0.1,·
XiGFP reactiv,-0.1,0.0,0.0,0.2,0.4,0.0,0.4,0.2
S100A4 MyoIIA,-4,-2,-1,-1,3,13,-3,-9
RAD54 inh,·,3,2,·,·,5,·,1
esBAF inh,·,-2,83*,·,·,·,·,-7

Taken from above.
Under EWS-Fli block, `CC(C)(C)c1ccc(COC(=O)Nc2ccc(F)cc2)cc1` has -42
Under E-selectin induc, `CCOC(=O)CNC(=O)N1CCCC(C(=O)c2ccccc2SC)C1` (stereo not given) has -0.1

Continued:
17	Cc1cc(C)n2ncc(C(=O)Nc3cccc(O)c3)c2n1
18	NC(=O)c1csc(-c2ccc(CO)o2)n1
19	CCCc1nc2ccc(C(=O)OC)cn2c1Cc1ccc(C)cc1
20	COc1ccc(O)c(C(=O)c2cnc3nc4ccccc4n3c2)c1
21	O=C(Cc1ccccc1)NC(=S)Nc1ccc2oc(-c3ccccc3)nc2c1
22	OC(c1cccc(F)c1)c1ncc(-c2ccc(C(F)(F)F)cc2)[nH]1 (stereo not given)
23	C[C@@H](NC(=O)C[C@@H]1CC[C@H]2[C@@H](COC[C@@H](O)CN2C(=O)Nc2cc(Cl)cc(Cl)c2)O1)c1ccccc1
24	Cc1ccccc1NC(=O)CC1C(=O)Nc2ccccc2N1CC(=O)N(C)C1CCS(=O)(=O)C1 (stereo not given)
assay / compound,17,18,19,20,21,22,23,24
FN deposition inh,2,-8,-5,-11,-11,3,-3,0
EWS-Fli block,1,4,-8,·,-40,5,10,-3
RAD52 inh,-10,-7,-23,-25,-20,-9,5,-11
E-selectin induc,·,0.0,·,0.1,0.5,9.3,0.5,-0.1
XiGFP reactiv,0.0,0.0,0.1,0.0,0.4,-0.1,0.2,-0.1
S100A4 MyoIIA,68,2,-1,-9,1,2,4,4
RAD54 inh,·,·,-1,-3,·,-2,-12,·
esBAF inh,·,·,-2,·,·,·,-9,13

25	CCO[C@H]1OC(C(=O)NCc2ccccc2)=C[C@@H](c2coc3ccccc3c2=O)[C@@H]1CCCO
26	CCC(=O)Nc1ccc2c(c1)OC[C@H](C)N(Cc1ccccc1C(=O)O)C[C@@H](C)[C@H](OC)CN(C)C2=O
27	COCC(=O)Nc1ccc2c(c1)[C@@H]1C[C@H](CC(=O)NCCN3CCCCC3)O[C@@H](CO)[C@@H]1O2
28	CC1CN(c2ccc([N+](=O)[O-])c(NCCOc3ccccc3)c2)CCN1 (stereo not given)
29	CN1C(=O)C(/C(N)=N/NC(=O)c2ccccc2)C2CC1(C)Oc1ccccc12 (stereo not given)
30	CC(C)(C)[S@](=O)N1Cc2cc(C(=O)NCCc3ccncc3)nc(-c3cccc(-c4cccnc4)c3)c2[C@@H]1CCO
31	O=C(NCC1(c2ccccc2)CCCC1)c1ccco1
32	Cc1ccc(S(=O)(=O)N2CCCCC2)cc1C(=O)OC1CCCCC1=O (stereo not given)
assay / compound,25,26,27,28,29,30,31,32
FN deposition inh,-5,-14,-7,7,1,9,-11,3
EWS-Fli block,0,-1,4,·,1,-38,1,-2
RAD52 inh,-7,5,27,·,-7,5,-17,-9
E-selectin induc,-0.2,-0.1,1.6,·,-1.3,0.1,·,-2.3
XiGFP reactiv,0.0,0.1,0.1,0.0,0.0,0.1,0.0,0.1
S100A4 MyoIIA,-2,-1,-4,·,-1,-16,-4,1
RAD54 inh,·,6,-4,-1,·,3,·,4
esBAF inh,-3,1,-3,14,·,5,·,-7

33	Cc1c(NC(=O)CN2CCN(c3ccc([N+](=O)[O-])cc3)CC2)c(=O)n(-c2ccccc2)n1C
34	O=C1NC(Cc2ccc(O)cc2)c2nc3ccc(Br)cc3c(=O)n2-c2ncccc21 (stereo not given)
35	COc1ccc(NC(=O)c2oc3ccccc3c2NC(=O)C2CCCO2)cc1OC (stereo not given)
36	C/C=C/c1cnc2c(c1)C(=O)N([C@@H](C)CO)C[C@@H](C)[C@@H](CN(C)C(=O)Nc1ccc(C(F)(F)F)cc1)O2
37	CC(=O)Nc1ccc(Oc2ccc(NC(C)=O)c(NC(C)=O)c2)cc1
38	C[C@H]1CN([C@@H](C)CO)C(=O)Cc2cc(NC(=O)CCCCCC(=O)Nc3ccccc3N)ccc2O[C@H]1CN(C)C
39	C/C(=N\N=C(N)N)c1ccc(C)c(C)c1
40	COC(=O)c1ccccc1-n1cccc1C(=O)NP(=O)(N1CCOCC1)N1CCOCC1
assay / compound,33,34,35,36,37,38,39,40
FN deposition inh,2,-8,·,·,-7,·,-4,1
EWS-Fli block,3,13,-124,3,-4,·,2,6
RAD52 inh,-8,-4,16,5,-9,-7,-9,-1
E-selectin induc,·,1.7,·,-0.1,-0.3,-2.9,3.7,·
XiGFP reactiv,0.1,0.3,0.4,0.0,0.2,0.0,0.0,0.2
S100A4 MyoIIA,-9,1,8,-2,-2,3,0,8
RAD54 inh,·,·,16,-6,·,-7,·,·
esBAF inh,9,-2,63*,3,·,-3,·,·

41	Cc1ccnc(NS(=O)(=O)c2cccc([N+](=O)[O-])c2)c1
42	COCCCn1c(SCC(=O)c2ccccc2)nc2ccccc2c1=O
43	Nc1nonc1-n1nnc(C(=O)N/N=C/c2ccoc2)c1-c1ccccc1
44	CC(NC(=O)COC(=O)C1=NN(c2ccccc2)C(=O)CC1)c1ccccc1 (stereo not given)
45	CC(=O)C1CCC2C3CCC4=CC(=O)CC[C@]4(C)[C@@]3(F)C(O)C[C@]12C (stereo not given in full)
46	CN(C)CCn1c(=O)n(-c2cccc(Cl)c2)c(=O)c2c3c(sc21)CCCCC3
47	C[C@@H]1CCCCO[C@@H](CN(C)Cc2ccccc2)[C@H](C)CN([C@@H](C)CO)C(=O)c2cc(NC(=O)Nc3ccc4c(c3)OCO4)ccc2O1
48	CCCC(=O)N1CC2(CN(S(C)(=O)=O)C2)c2c([nH]c3cc(OC)ccc23)[C@@H]1CO
49	C[C@@H]1CN([C@@H](C)CO)C(=O)c2cccc(NS(=O)(=O)c3cccs3)c2O[C@H]1CN(C)C
50	CCOC(=O)C1CCN(C(=O)c2cc3c(s2)-c2ccccc2OC3)CC1
assay / compound,41,42,43,44,45,46,47,48,49,50
FN deposition inh,2,-13,-2,5,2,-1,2,·,-5,-19
EWS-Fli block,-2,14,5,-1,4,-1,-3,27,9,-93
RAD52 inh,-3,-5,-4,2,-12,-18,7,-2,2,6
E-selectin induc,6.6,0.0,·,0.0,-0.1,·,-0.1,-0.6,-0.1,0.1
XiGFP reactiv,-0.1,-0.1,0.3,0.0,0.0,-0.1,0.0,0.4,0.0,0.0
S100A4 MyoIIA,-6,0,27,-3,-7,-4,37,-4,-2,-2
RAD54 inh,0,·,2,-10,9,·,4,·,2,12
esBAF inh,3,·,-5,·,-2,-6,-5,·,2,28
